Rab9 promoter act: Rab9 promoter activation; Huh7 Rab9 promoter-luciferase reporter, luminescence, 24 h; Potency, µM (highest dose often 9.22 µM), for inactives: at the top dose activation, negative = inhibition, actives largely listed as activators; hit rate 2.8% among 320,000; also: potency is read from the fitted curve at half-maximal effect; % of control where 0% means no effect; nearly all actives have a fitted effect of over 60% in size
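Luminescence read-out: Huh7 cells stably expressing Rab9-luciferase, treated 24 h with compound at 37 °C, then lysed with luciferase reagent for 10 min at ambient before reading.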
NPC1 promoter act: activates the NPC1 promoter. Huh7 NPC1 promoter luciferase reporter, 24 h. hit rate 2.4% among 320,000. Potency, µM (doses to about 9.22 µM), for inactives: at the highest dose activation, hits mostly activators. AID 485313;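 also: potency is read from the fitted curve at half-maximal effect; % of control where 0% means no effect; nearly all actives have a fitted effect of over 60% in size; reporter is driven by a mutant NPC1 promoter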
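Compounds in DMSO were transferred onto Huh7 NPC1-luciferase reporter cells pre-incubated 2 h; after 24 h at 37 °C, Amplite reagent was dispensed and luminescence recorded 10 min later.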
uPA surface inh: inhibitors of cell surface uPA generation. cell surface uPA generation assay, qHTS. Potency, µM (series often up to 38.3 µM), without a hit: at the highest dose activity change, negative = inhibition, usual class: inhibitors. hit rate 0.31% among 330,000. AID 540303; active = well fitted inhibition curve with a large enough effect; inconclusive = small, poorly fitted or top-dose-only effect; inactive = no such curve, though single readings can be large or run the other way; tested in mouse RAW 264.7 cells; also: potency is read from the fitted curve at half-maximal effect; % is scaled to controls: 0 for no effect and ±100 for the full control effect; nearly all actives have a fitted effect of over 55% in size
Coupling enz: counter-screen for Giardia aldolase inhibitors: coupling enzyme system. activity change, negative = inhibition, % at 58.2 µM, hits read low. hit rate 0.67% among 290,000. coupling enzyme system counterscreen, AmpLite Red fluorescence; in the data active = activity change below about -30%; also: % is scaled to controls: 0 for no effect and ±100 for the full control effect
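Fluorescence at 525 nm excitation and 598 nm emission measured inhibition of the coupled detection system without aldolase. Compounds (at 57.5 uM final) were preincubated 10 min at room temperature with coupling enzyme reagent before a 20 min substrate/AmpLite Red step.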
RORgamma inh: ROR gamma (mouse) transcription inhibition; AID 2551; hit rate 5.4% among 310,000; P51450; Potency, µM (series often up to 53.6 µM), for the others: top-dose activity change, negative = inhibition, most hits filed as inhibitors; Drosophila S2 Gal4-RORgamma UAS-luciferase reporter, 20 h; also: potency is read from the fitted curve at half-maximal effect; % is scaled to controls: 0 for no effect and ±100 for the full control effect; nearly all actives have a fitted effect of over 60% in size
Target sequence (P51450 whole entry, looked up, the tested form may be a part): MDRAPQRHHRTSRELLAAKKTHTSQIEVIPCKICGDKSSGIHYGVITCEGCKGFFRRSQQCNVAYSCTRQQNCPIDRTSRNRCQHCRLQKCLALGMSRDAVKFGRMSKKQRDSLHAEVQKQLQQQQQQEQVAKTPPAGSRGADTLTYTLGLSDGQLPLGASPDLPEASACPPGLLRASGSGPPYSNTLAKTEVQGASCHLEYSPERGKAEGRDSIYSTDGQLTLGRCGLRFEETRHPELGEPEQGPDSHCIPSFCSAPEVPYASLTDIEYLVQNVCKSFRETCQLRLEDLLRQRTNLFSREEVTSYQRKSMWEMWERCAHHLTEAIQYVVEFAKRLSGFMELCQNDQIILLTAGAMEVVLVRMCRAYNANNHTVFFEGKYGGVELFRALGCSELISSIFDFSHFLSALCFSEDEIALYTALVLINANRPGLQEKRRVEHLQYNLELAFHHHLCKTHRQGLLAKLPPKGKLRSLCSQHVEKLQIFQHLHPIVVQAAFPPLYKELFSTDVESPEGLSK
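ROR gamma transcriptional activity was tracked as Gal4-UAS luciferase output in stably transfected Drosophila Schneider cells, with compound added 1 hr before 700 uM copper sulfate induction and a 20 hr ambient-temperature incubation.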
Giardia kill: Giardia lamblia killing; Giardia lamblia trophozoite viability; activity change, % at 7.66 µM, hits read low; hit rate 0.15% among 340,000; AID 540267; in the data active = activity change below about -80%; inconclusive = between about -30% and that limit;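 also: parasites exposed to compound for two days anaerobically before the ATP read; % is scaled to controls: 0 for no effect and ±100 for the full control effect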
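Giardia lamblia trophozoites (100 cells/well) were incubated with compounds for 48 h at 37 deg C under anaerobic conditions. Viability was read as ATP content by one-step luminescence after 15-30 min at room temperature.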
FLuc modulator: firefly luciferase modulation, counter-screen for miR-21 project; Potency, µM (titrated, usually from 57.5 µM), for the others: at the highest dose activity change, negative = inhibition, hits mostly inhibitors; purified FLuc, Km substrates, luminescence inhibition; AID 588342; hit rate 6.9% among 360,000;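 also: potency is read from the fitted curve at half-maximal effect; plate controls were vehicle for no effect and reference inhibitor for full effect; nearly all actives have a fitted effect of over 55% in size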
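Purified P. pyralis luciferase (10nM final) with 10uM D-luciferin and 10uM ATP (Km levels) in 50mM Tris acetate pH 7.5, 10mM Mg acetate, 0.01% Tween-20, 0.05% BSA; qHTS 6-point titration, ~60 µM downward; luminescence read.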
VP16 counter: inhibits Gal4-VP16 luciferase reporter, ROR gamma counter-screen; hit rate 3.5% among 310,000; AID 2546; Drosophila S2 Gal4-VP16 UAS-luciferase, luminescence, 20 h; Potency, µM (doses to about 53.6 µM), for inactives: top-dose activity, negative = inhibition, hits mostly inhibitors;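 also: Gal4-VP16 expression switched on by copper sulfate through the metallothionein promoter; potency is read from the fitted curve at half-maximal effect; % is scaled to controls: 0 for no effect and ±100 for the full control effect; nearly all actives have a fitted effect of over 50% in size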
ELG1 genotox: genotoxicity induction in ELG1-luciferase HEK293T cells | hit rate 1.3% among 330,000 | HEK293T ELG1-luciferase reporter, luminescence, 16 h | Potency, µM (doses to about 46 µM), for inactives: at the highest dose activity change, positive = activation, most hits filed as activators; also: potency is read from the fitted curve at half-maximal effect; % of control where 0% means no effect; nearly all actives have a fitted effect of over 60% in size
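Quantitative HTS format in 1536-well plates. HEK293T ELG1-luciferase reporter cells receive test compound and are incubated 16 hr at 37 °C, 5% CO2; ONE-Glo added, 30 min room temperature, then luminescence read.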
KCNH2 3.1 inh: inhibitors of human KCNH2 3.1 potassium channel isoform | U2OS KCNH2 3.1, thallium flux FluxOr; hits give low values | activity change, % (tested at about 1.8 µM) | hit rate 0.95% among 340,000 | AID 720553;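 active = maximum activity change below -70%; inconclusive = maximum activity change from -70% to -50%; inactive = maximum activity change above -50%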;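 also: thallium influx rate constant from kinetic fluorescence after stimulation buffer; % is scaled to controls: 0 for no effect and ±100 for the full control effect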
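Virally transduced U2OS (3.1 isoform, 4 h infection in dark at RT) → overnight 37 C → FluxOr + Red40 in HBSS/HEPES, 45 min → stimulation buffer, 2 min kinetic read → rate constant vs DMSO controls.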
Tb PFK block: T. brucei PFK enzyme inhibition; T. brucei PFK, ADP-Glo luminescence; Potency, µM (doses to about 57.5 µM), inactives show top-dose activity, negative = inhibition, most hits filed as inhibitors; O15648; hit rate 0.17% among 330,000;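 also: potency is read from the fitted curve at half-maximal effect; 0% = uninhibited 1x PFK enzyme wells and -100% = no-enzyme wells; nearly all actives have a fitted effect of over 60% in size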
Target sequence (O15648 whole entry, looked up): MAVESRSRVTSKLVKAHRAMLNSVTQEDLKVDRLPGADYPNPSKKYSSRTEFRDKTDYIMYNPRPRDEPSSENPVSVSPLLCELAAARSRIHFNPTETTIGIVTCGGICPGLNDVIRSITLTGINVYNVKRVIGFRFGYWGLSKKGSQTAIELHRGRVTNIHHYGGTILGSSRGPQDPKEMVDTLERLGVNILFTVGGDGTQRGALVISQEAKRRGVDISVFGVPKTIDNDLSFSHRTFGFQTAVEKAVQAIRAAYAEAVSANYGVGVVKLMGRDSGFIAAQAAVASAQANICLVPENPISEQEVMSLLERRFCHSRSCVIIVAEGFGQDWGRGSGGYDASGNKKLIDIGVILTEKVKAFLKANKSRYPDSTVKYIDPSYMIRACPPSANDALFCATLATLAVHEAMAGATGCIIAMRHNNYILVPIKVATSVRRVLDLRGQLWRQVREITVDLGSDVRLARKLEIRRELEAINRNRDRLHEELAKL
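Luminescent ADP detection (ADP-Glo, two-step: ATP depletion then ADP-to-ATP conversion for luciferase) reported PFK activity after 45 min room-temperature reaction of 1.25 nM enzyme with 0.5 mM F6P and 0.1 mM ATP at pH 8.0.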
* = called active by the depositor; ? = inconclusive; / = not tested or not shown; & = joins results of further samples; [ ] = remark or other dose. Unless noted, calls follow the shape of the dose curve; as a rule, active = well fitted curve in the direction sought with a large enough effect; inconclusive = small, poorly fitted or top-dose-only effect, or another doubt; inactive = no such curve, though single readings can be large; an effect the other way counts as inactive or inconclusive. The list is partial; the hit share may differ from the screen's.

SMILES	Rab9 promoter act	NPC1 promoter act	uPA surface inh	Coupling enz	RORgamma inh	Giardia kill	FLuc modulator	VP16 counter	ELG1 genotox	KCNH2 3.1 inh	Tb PFK block
CC(C)OC(=O)Nc1ccc(N=C(N)N[N+](=O)[O-])cc1	1%	-2%	4%	1	8%	13	-4%	-1%	0%	18	-1%
Cc1cccc(N2C(=O)NC(=O)/C(=C\c3cccn3-c3ccc(Cl)cc3)C2=O)c1	-1%	1%	-8%	4	?	13	2%	?	-9%	1	14%
COc1ccc2[nH]c(C)c(CCNCc3cc(OC)c(OC)c(OC)c3)c2c1	1%	-8%	-5%	-12	?	-16	-3%	18µM*	-8%	-3	-8%
O=[N+]([O-])c1cccc(C2N3CCCN23)c1 (configuration not stated)	-1%	-4%	0%	1	2%	-9	-1%	12%	2%	10	1%
CCN(CC)CCCN=Cc1c(O)n(CCc2ccc(F)cc2)c(=O)[nH]c1=O	-10%	-1%	-1%	0	-13%[10 µM]	-21	-1%	2%	1%	1	-1%
O=C(O)c1cc(S(=O)(=O)Nc2ccccc2C(=O)O)ccc1O	0%	0%	-1%	13	-13%	2	?	-8%	2%	3	25%
CC(=O)N1CC(=O)Nc2ccc(F)cc2C1c1ccccc1 (configuration not stated)	3%	3%	6%	1	24%	1	-3%&-5%	5%	5%	-2	-1%
COc1cc(N2CCOCC2)ccc1/C=C1\C(=O)NC(=O)N(C2CCCCC2)C1=O	5%	2%	0%	1	-4%	4	-4%	3%	-1%	-3	14%
C/C(CC(=O)Nc1ccccn1)=N\NC(=O)Cc1cccc2ccccc12	2%	-2%	5%	-2	?	11	7%	-6%[0.365 µM]	-4%	-17	8%
Cc1c(C(=O)N2CCC3(CC2)OCCO3)oc2ccc(S(=O)(=O)N3CCOCC3)cc12	-17%	-2%	0%	1	38%	-5	4%	-5%[0.365 µM]	-8%	17	-1%
Cc1cccnc1-n1c(-c2ccco2)nc2ccccc2c1=O	-1%	4%	0%	0	3%	-4	-2%	4%	2%	-15	0%
COC(=O)C1=C(c2ccc(F)cc2F)C[C@@H]2CC[C@H]1N2C(=O)NC1CCCCC1	-1%	1%	-4%	/	/	7	-1%	/	2%	13	3%
CCC1(c2ccc(N)cc2)CCC(=O)NC1=O (configuration not stated)	6%[46.1 µM]	7%[46.1 µM]	10%	-1	6%	9	/	1%	/	4	/
Cc1nn(Cc2ccccc2)c(Cl)c1C(=O)OCC(=O)N1CCCC1	8%	-3%	-9%	5	1%	1	-11%	-12%	14%	6	-11%
Nc1c2c(nc3ccccc13)CCN(Cc1ccccc1)C2	-3%	12%	-13%	-1	-17%	3	24µM*	-6%	-4%	-12	-1%
COc1ccccc1CCNC1CCCCCC1	-5%	0%	-5%	-2	-11%	-16	0%	0%	-4%	6	-1%
CC(C)C[C@@H](CO)N(Cc1ccccc1)S(=O)(=O)N(Cc1ccccc1)[C@@H](CO)CC(C)C	-3%	2%	?	/	/	20	3%	/	-5%	-5	9%
O=C(Cc1ccc(F)cc1)N1CCC(CC2CC(c3cccc(Br)c3)=NO2)(C(=O)NCC2CCCCC2)CC1 (configuration not stated)	-7%	-13%	?	-1	?	6	1%	-3%	-5%	-7	1%
CC(C)CC(=O)NC(Oc1ccc(Cl)cc1)C(Cl)(Cl)Cl (configuration not stated)	2%	2%	9%	0	31%	7	2%	1%	-6%	-3	-4%
CCCCn1c(=O)c(C(=O)NCc2ccccc2)c(O)c2ccccc21	0%	17%	7%	0	?	14	3%	?	-8%	14	-3%

The list goes on.
SMILES	Rab9 promoter act	NPC1 promoter act	uPA surface inh	Coupling enz	RORgamma inh	Giardia kill	FLuc modulator	VP16 counter	ELG1 genotox	KCNH2 3.1 inh	Tb PFK block
COc1ccc(C(CNC(=O)Cc2ccc(Cl)c(Cl)c2)N2CCCCC2)cc1 (configuration not stated)	19%	-2%	-11%	/	-12%	8	-1%	-6%	0%	-16	-7%
C=CC[C@@H](C)CC(=O)C(CCCN=[N+]=[N-])SOOc1ccccc1 (some centres not stated)	2%	-2%	-15%	/	/	-4	-2%	/	-3%	20	0%
CN(C)/C=C/C(=O)C(Cl)(Cl)Cl	0%	-1%	1%	1	0%	21	-2%	8%	5%	11	3%
Cc1c(C)c2ccc(OCC(=O)N3C[C@H]4C[C@@H](C3)c3cccc(=O)n3C4)cc2oc1=O	-5%	-2%	-17%	-3	-37%	2	6%	2%	?	6	-1%
COc1ccc(CNCCc2ccccc2F)c(OC)c1C	-2%	2%	18%	-1	-5%	-16	-2%	-7%	-10%	3	0%
CCN1CCC(N(C)C2CCCCC2)CC1	1%	-5%	13%	4	-29%	8	7%	1%	2%	2	6%
FC(F)(F)c1cccc(N2CCNCC2)c1	-3%	0%	/	3&3	1%&-1%	/	3%	-3%&-10%	/	/	-11%
COc1ccc2c3c1OC1C(=O)CC[C@@]4(O)[C@@H](C2)N(CC2CC2)CC[C@]314 (some centres not stated)	/	/	16%	/	/	14	/	/	1%	-12	-6%
CCCOc1ccccc1NP(=O)(Oc1ccccc1)Oc1ccccc1	1%	-5%	-10%	-2	10%	16	4%	0%	-3%	-2	-21%
CC(=O)c1cccc(NC(=O)N2C[C@H]3C[C@@H](C2)c2cccc(=O)n2C3)c1	5%	-3%	-1%	-1	-3%	15	-3%	-2%	5%	-3	4%
c1ccc2c(c1)CNc1ccccc1O2	18%	-3%	-1%	-1	-3%	-3	0%	0%	12%	-2	0%
CN1C(=O)CN=C(c2ccccc2)c2cc([N+](=O)[O-])ccc21	0%	-1%	/	3	-6%[10 µM]	/	-2%	4%&1%	/	/	-3%
COC1=CCC2([N+](=O)[O-])CN(C)CC1([N+](=O)[O-])C2 (configuration not stated)	-2%	6%	15%	3	-20%	-23	-2%	2%	3%	3	-1%
COc1ccccc1CCNC1CCC(C)CC1 (configuration not stated)	-2%	0%	-1%	3	-15%	12	6%	-2%	-3%	-16	-2%
O=c1[nH]c(=S)n(C2CC2)c(O)c1C=NCCc1ccccc1	4%	-1%	1%	3	7%	-11	4%	2%	5%	31	-4%
CCN1CCC2(CC1)NC(=O)c1ccccc1O2	-4%	-4%	2%	-2	-8%	3	0%	-7%	1%	25	1%
Cc1ccc(OCC(=O)N2CCN(Cc3ccc4c(c3)OCO4)CC2)cc1C	-2%	-1%	-1%	-1	-13%	3	-10%	-16%	-4%	-3	-4%
CCCCn1c(O)c(C(C)=NCCCN(CC)CC)c(=O)[nH]c1=O	-1%	-5%	4%	-1	-4%	7	2%	9%	-1%	-1	-1%
CC1(C)C(=O)C=C[C@]2(C)[C@H]3CC[C@@]4(C)[C@H](c5ccoc5)OC(=O)[C@H]5O[C@]54[C@]3(C)[C@H](O)C[C@@H]12	0%	-2%	22%	0	-2%	-13	4%	-15%	-4%	/	-2%
CN(CC1COc2ccccc2O1)c1nc(-c2cccnc2)nc2ccccc12 (configuration not stated)	-4%	-2%	6%	1	?	9	4%	3%	-3%	-22	3%

The list goes on.
SMILES	Rab9 promoter act	NPC1 promoter act	uPA surface inh	Coupling enz	RORgamma inh	Giardia kill	FLuc modulator	VP16 counter	ELG1 genotox	KCNH2 3.1 inh	Tb PFK block
Clc1cc(I)cc(Cl)c1NC1=NCCN1	-19%[46.1 µM]	-2%[46.1 µM]	4%	/	/	3	/	/	/	-6	/
C[C@]12CCC3C(C[C@@H](O)[C@H]4C[C@@H](O)CC[C@]34C)C1CC[C@@H]2O (some centres not stated)	/	/	1%	/	/	1	/	/	0%	-5	-15%
C=C1C2C[C@@]3([C@@H]1O)[C@@H](C[C@@H]2O)[C@@]12C4[C@@H]3C[C@@H]1[C@@](C)(CC[C@@H]2O)CN4CC	-4%	0%	3%	/	/	-7	1%	/	2%	-2	-14%
O=[N+]([O-])c1cc(S(=O)(=O)c2ccc(O)c([N+](=O)[O-])c2)ccc1O	-1%	-1%	3%	12	-4%	3	2%	-10%	1%	15	21%
Cc1cc(C)c(Cn2c(C(=O)O)c(C=O)c3ccccc32)c(C)c1	-7%	1%	25%	8	?	-23	?	-6%	-1%	2	-1%
CN1C(=O)N(C)C(=O)C(CCc2ccncc2)(Cc2ccc3c(c2)OCO3)C1=O	-10%	2%	-25%	4	-30%	-6	1%	-13%	-2%	13	-3%
O=C(CN1C(=O)CCSc2ccccc21)N1CCC2(CC1)OCCO2	-2%	-3%	/	2	-2%	-7	3%	18%	-1%	9	-8%
